TCR CD3 inh – inhibitors of human TCR-CD3 interaction. TAMRA-labeled TCR probe fluorescence, biochemical. AID 651800. 360,000 compounds, 0.37% hits. inhibition, % at 9.4 µM; in the data active = inhibition above about 19%;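 note: recombinant mutant TCR 2C K166C tagged with TAMRA read by polarization; 0% = receptor in buffer alone and 100% = receptor with positive control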
GC-A act – GC-A (human) enzyme activation; HEK293 GC-A cells, cGMP TR-FRET, EC30 ANP; 0% at EC30 ANP, 100% saturating ANP; P16066; 370,000 compounds, 0.14% hits; activation, % at 10 µM; in the data active = activation above about 40%
SIAE primary – human SIAE inhibition, primary screen; inhibition, % at 9.66 µM; Q9HAT2; 370,000 compounds, 0.69% hits; AID 1053197; SIAE FP-Rh probe binding, fluorescence polarization;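 active = inhibition above a cutoff: mean of compounds within the control limits plus 3 SD of those, cut at about 17% in these data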;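 note: 0% = plate median of compound wells and 100% = probe without SIAE protein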
GC-B act – GC-B (human) receptor activation. P20594. HEK293-GC-B cells, CNP EC30, cGMP TR-FRET; 0% at EC30 CNP, 100% saturating CNP. activation, % at 10 µM. 370,000 compounds, 0.11% hits;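 active = activation at 10 µM reaching about 35% in either raw or pattern-adjusted values, limit read from the data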
HTRA1 inh – blocks human HTRA1 serine peptidase; AID 504803; recombinant HTRA1, FP-rhodamine activity-based probe, fluorescence polarization; Q92743; inhibition, % at 5.96 µM; 340,000 compounds, 0.5% hits; in the data active = inhibition above about 36%;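 note: 0% = enzyme with DMSO and 100% = wells lacking enzyme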
Target sequence (Q92743 whole entry, looked up): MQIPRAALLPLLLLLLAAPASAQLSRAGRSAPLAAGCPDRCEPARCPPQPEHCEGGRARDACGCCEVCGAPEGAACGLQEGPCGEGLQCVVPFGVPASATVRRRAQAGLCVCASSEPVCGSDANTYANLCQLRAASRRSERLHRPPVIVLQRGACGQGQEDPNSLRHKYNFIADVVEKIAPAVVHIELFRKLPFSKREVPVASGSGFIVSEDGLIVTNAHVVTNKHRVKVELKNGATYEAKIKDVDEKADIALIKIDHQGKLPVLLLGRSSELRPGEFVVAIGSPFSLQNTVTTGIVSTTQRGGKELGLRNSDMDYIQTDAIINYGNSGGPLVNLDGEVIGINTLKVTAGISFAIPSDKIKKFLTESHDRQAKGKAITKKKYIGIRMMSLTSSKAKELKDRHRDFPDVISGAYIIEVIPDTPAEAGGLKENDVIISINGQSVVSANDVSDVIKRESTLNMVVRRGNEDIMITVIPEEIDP
UHRF1 binding – UHRF1 methyl-DNA binding inhibition; AID 687016; inhibition, % at 4.4 µM; Q96T88; 370,000 compounds, 0.75% hits; UHRF1 binding to methylated oligo, TR-FRET; in the data active = inhibition above about 21%;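 note: UHRF1 SRA domain binding a hemimethylated CpG hairpin DNA probe; 0% = median of test compound wells and 100% = reference inhibitor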
PRMT1 inh – blocks human protein arginine methyltransferase 1 | Q99873 | inhibition, % at 2.79 µM | recombinant PRMT1, activity-based probe fluorescence polarization | 370,000 compounds, 1.3% hits;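 active = inhibition above about 21% made by adding two undisclosed values, limit read from the data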
Target sequence (Q99873 whole entry, looked up): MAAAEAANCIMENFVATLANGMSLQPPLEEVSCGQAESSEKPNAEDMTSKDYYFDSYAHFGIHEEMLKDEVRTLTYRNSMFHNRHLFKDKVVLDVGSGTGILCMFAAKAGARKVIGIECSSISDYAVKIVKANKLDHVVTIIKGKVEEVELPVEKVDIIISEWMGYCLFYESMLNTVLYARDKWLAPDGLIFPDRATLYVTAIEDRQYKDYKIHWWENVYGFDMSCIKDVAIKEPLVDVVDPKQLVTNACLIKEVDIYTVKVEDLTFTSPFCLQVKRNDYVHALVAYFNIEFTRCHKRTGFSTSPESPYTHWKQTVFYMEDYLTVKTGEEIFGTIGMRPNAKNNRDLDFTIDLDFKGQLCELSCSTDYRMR
mABHD4 FP – inhibitors of mouse ABHD4. Q8VD66. purified mABHD4, FP-Rh probe fluorescence polarization. inhibition, % at 8.92 µM. 370,000 compounds, 0.54% hits. AID 720543;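 active = inhibition exceeding the mean over every tested compound plus 3 SD, cut at about 30% in these data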;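 note: 0% = plate median of compound wells and 100% = S159A mutant with DMSO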
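Test system: mABHD4 protein | Buffer or medium: HEPES pH 7.0 buffer, 150 mM NaCl, 0.01% Pluronic F-127 | Probe or stimulus: FP-Rh fluorescent activity-based probe, added after compound pre-incubation | Timing: Pre-incubation 45 min, probe exposure 60 min, at 25 °C | Technique: Fluorescence polarization, excitation 525 nm, emission 598 nm, BODIPY TMR filters | Repeats: Single well per compound (singlicate)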
rCAG RNA binder – binds r(CAG) RNA repeats; r(CAG) RNA repeat, TO-PRO-1 dye displacement fluorescence; inhibition, % at 3 µM; 370,000 compounds, 1.3% hits;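 active = inhibition above the plate cutoff, the mean of all test compounds on that plate plus 3 SD, cut at about 35% in these data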;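 note: 0% = DMSO alone and 100% = 100 µM mitoxantrone as full dye displacement; higher means more dye released from RNA so lower well fluorescence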
MBD2 DNA inh – MBD2-methylated oligo binding inhibition | Q9UBB5 | inhibition, % at 4.4 µM | AID 686964 | TR-FRET, MBD2 binding to methylated oligonucleotide | 370,000 compounds, 0.31% hits; in the data active = inhibition above about 13%
* = called active by the depositor; . = not tested or not shown. Not all compounds are listed, so the mix of outcomes need not match the whole.

Every second line gives: TCR CD3 inh	GC-A act	SIAE primary	GC-B act	HTRA1 inh	UHRF1 binding	PRMT1 inh	mABHD4 FP	rCAG RNA binder	MBD2 DNA inh
CC(C)c1ccc(CNc2cc(N3CCCC3)ccc2[N+](=O)[O-])cc1
  -2	8	-1	1	0	2	1	9	10	4
O=[N+]([O-])/C=C1\CCCCCN1
  -3	0	-3	2	-2	-3	7	5	-4	0
COc1cc(NC(=O)CCCc2c[nH]c3ccccc23)cc(OC)c1
  5	-2	5	-7	-23	2	-1	-13	2	1
Cc1ccc(S(=O)(=O)N2CCC(C(=O)NCCC3=CCCCC3)CC2)c(C)c1
  3	-2	16	-1	-11	-1	-1	5	-6	1
O=C(CCCCCn1c(=S)[nH]c2cc3c(cc2c1=O)OCO3)N1CCN(c2ccccc2)CC1
  6	3	-30	0	7	-1	-4	1	2	5
O=C(Nc1ccc(-c2nc3ncccc3o2)cc1)c1ccco1
  9	-2	-14	0	-10	-4	2	-2	6	-1
S=c1[nH]nc(-c2cccnc2)n1/N=C/c1ccc(Br)s1
  8	-12	-8	-4	-1	-1	8	-6	5	-1
COc1ccccc1NC(=O)Nc1ccccc1C(=O)NCCCN1CCOCC1
  4	2	2	-4	-1	1	-1	0	-6	-3
Cc1ccc(N2CC(NS(=O)(=O)c3cccs3)CC2=O)cc1 (stereo not given)
  0	3	-8	4	0	0	-4	-2	1	-1
CC(C)n1c2ccccc2c2nc3ccccc3nc21
  3	0	-5	3	-18	2	3	-15	2	1

Arranged by molecular weight (largest number first): 5 of the compounds above
Every second line gives: TCR CD3 inh	GC-A act	SIAE primary	GC-B act	HTRA1 inh	UHRF1 binding	PRMT1 inh	mABHD4 FP	rCAG RNA binder	MBD2 DNA inh
O=C(CCCCCn1c(=S)[nH]c2cc3c(cc2c1=O)OCO3)N1CCN(c2ccccc2)CC1
  6	3	-30	0	7	-1	-4	1	2	5
COc1ccccc1NC(=O)Nc1ccccc1C(=O)NCCCN1CCOCC1
  4	2	2	-4	-1	1	-1	0	-6	-3
Cc1ccc(S(=O)(=O)N2CCC(C(=O)NCCC3=CCCCC3)CC2)c(C)c1
  3	-2	16	-1	-11	-1	-1	5	-6	1
S=c1[nH]nc(-c2cccnc2)n1/N=C/c1ccc(Br)s1
  8	-12	-8	-4	-1	-1	8	-6	5	-1
O=C(Nc1ccc(-c2nc3ncccc3o2)cc1)c1ccco1
  9	-2	-14	0	-10	-4	2	-2	6	-1

The list continues.
Every second line gives: TCR CD3 inh	GC-A act	SIAE primary	GC-B act	HTRA1 inh	UHRF1 binding	PRMT1 inh	mABHD4 FP	rCAG RNA binder	MBD2 DNA inh
Brc1ccc(-c2nc3ccc(Br)cn3c2Cc2ccccc2)cc1
  -7	22	-10	22	.	21*	3	-16	19	8
CC(=O)Nc1ccc(S(=O)(=O)NC(CC(=O)NC2CCCCC2C)C(C)C)cc1 (stereo not given)
  8	-2	2	3	.	-2	-3	-1	-3	-4
Cc1ccc(CN2CCN(Cc3cccc(C)n3)CC2CCO)cc1 (stereo not given)
  1	1	5	-2	-4	-2	2	2	-6	0
c1ccc2[nH]c(Cn3nnc4ccccc43)nc2c1
  8	0	6	-3	6	-1	2	-1	-1	3
COc1cc(Cn2c(C(=O)O)cc3sccc32)cc(OC)c1OC
  8	4	6	-1	4	-2	0	-5	2	-2
Cc1c(C(=O)Nc2ccccc2F)sc2nc3n(c(=O)c12)CCC3
  -3	4	2	3	-1	2	5	-2	-1	-4
Cc1cc(C)cc(C(=O)NCC(=O)N(C)CCOc2ccccc2)c1
  7	1	0	-1	-8	1	-4	1	1	-5
CCCc1cc(=O)[nH]c(SC(CC)C(=O)Nc2ccccc2C#N)n1 (stereo not given)
  9	-14	4	-8	0	0	-1	-4	4	-3
COc1ccc(/C(C)=C(\C#N)C(=O)OC(C)C)cc1OC
  -2	2	4	2	0	-1	-1	9	0	-5
O=C(c1ccccc1)c1ccc2c(c1)OCCOCCOCCO2
  1	1	-1	1	5	-2	0	3	-5	-4

Quoted from the listing, two compounds:
Every second line gives: TCR CD3 inh	GC-A act	SIAE primary	GC-B act	HTRA1 inh	UHRF1 binding	PRMT1 inh	mABHD4 FP	rCAG RNA binder	MBD2 DNA inh
Brc1ccc(-c2nc3ccc(Br)cn3c2Cc2ccccc2)cc1
  -7	22	-10	22	.	21*	3	-16	19	8
CC(=O)Nc1ccc(S(=O)(=O)NC(CC(=O)NC2CCCCC2C)C(C)C)cc1 (stereo not given)
  8	-2	2	3	.	-2	-3	-1	-3	-4

The results go on:
Every second line gives: TCR CD3 inh	GC-A act	SIAE primary	GC-B act	HTRA1 inh	UHRF1 binding	PRMT1 inh	mABHD4 FP	rCAG RNA binder	MBD2 DNA inh
Cc1ccc(-c2nnc(COC(=O)c3ccco3)o2)cc1
  4	2	-2	-4	6	-1	0	-4	-1	2
CCOC(=O)C1CCN(C(=O)Cn2cc3c(n2)CCC(C)C3)CC1 (stereo not given)
  8	1	-7	1	7	-1	-2	-6	-1	0
Cc1ccc(N(CC(=O)Nc2c(C)n(C)n(-c3ccccc3)c2=O)S(C)(=O)=O)c(C)c1
  4	1	5	-2	-3	2	10	2	-2	-2
O=C(Cn1cnc2c(nnn2-c2ccccc2)c1=O)NCCc1ccccc1
  2	0	-6	-1	5	-2	-2	-1	4	1
O=C(NCCCn1ccnc1)c1ccc2ccccc2c1
  6	0	-7	-2	5	0	-1	4	-1	-1
COc1ccccc1-c1cc(C(=O)N/N=C\c2cnn(C)c2C)c2ccccc2n1
  6	0	-5	8	-9	-1	-1	-18	2	5
COc1ccc(N2C(=O)CN=C2Nc2nc(C)cc(C)n2)cc1
  1	0	-6	1	7	2	1	1	-3	1
CCOc1ccc2nc(SCC(=O)NCc3ccco3)sc2c1
  -1	1	0	-7	-10	3	4	4	-1	-2
CNC(=S)NNC(=O)c1cccc(C(F)(F)F)c1
  1	2	3	0	2	-2	-1	5	-3	1
Cc1ccc2c(c1)S/C(=C\c1cccc[n+]1C)N2CCO
  0	-8	2	2	-7	-53	1	4	-1	-13

Carrying on:
Every second line gives: TCR CD3 inh	GC-A act	SIAE primary	GC-B act	HTRA1 inh	UHRF1 binding	PRMT1 inh	mABHD4 FP	rCAG RNA binder	MBD2 DNA inh
Nc1c(Cl)cnn(-c2ccccc2)c1=O
  0	-3	1	0	.	1	-9	3	1	3
CCOC(=O)N1CCN(C2=C(NS(=O)(=O)c3ccc(C)cc3)C(=O)c3ccccc3C2=O)CC1
  2	3	20*	-2	17	-6	2	20	-2	-17
O=C(c1cc2cc(Br)ccc2s1)N1CCOCC1
  4	1	-2	-7	7	16	1	-3	0	2
Cc1ccc(OCC(=O)N2CCC(N3CC(C)CC(C)C3)CC2)cc1 (stereo not given)
  8	2	-3	0	5	-2	-1	8	-3	-2
CC(C)c1ccc(NC(=O)Cn2cccc2C2=NC(c3ccccc3)CO2)cc1 (stereo not given)
  -3	-2	-4	7	-11	5	0	-6	-3	3
O=C(N/N=C/c1cccnc1)c1ccc(NC(=O)c2cccc(Cl)c2)cc1
  4	-4	-2	0	-13	0	3	-3	2	4
CC1CCN(CCCNC(=O)CN2CCN(Cc3ccc(Cl)cc3)C2=O)CC1
  -7	2	0	4	-4	0	2	1	3	-2
O=S(=O)(NCc1ccccc1)c1ccc(-c2cnc(C3CC3)o2)cc1
  4	6	-1	-2	-9	-1	2	3	-2	4
O=C(Nc1nnc(-c2ccccn2)o1)c1cccc(Cl)c1
  0	5	-6	-5	5	0	-4	0	4	-1
Cc1cnc(C(=O)OCC(=O)NC2CCCCCCC2)cn1
  6	2	-2	6	2	-1	1	7	0	0

Going on with the list.
Every second line gives: TCR CD3 inh	GC-A act	SIAE primary	GC-B act	HTRA1 inh	UHRF1 binding	PRMT1 inh	mABHD4 FP	rCAG RNA binder	MBD2 DNA inh
O=C(COC(=O)/C=C/c1cccc(Br)c1)NCCC1=CCCCC1
  2	-3	2	-5	-2	2	0	1	-4	-2
Cc1cc(=O)n2[nH]c(C)c(-c3ccccc3)c2n1
  3	5	1	7	0	-2	-1	1	3	-3
COc1ccc(CCNC(=O)c2cc(-c3ccccc3O)n[nH]2)cc1OC
  1	-1	1	0	0	-2	-1	4	0	3
O=C(c1ccc(CS(=O)Cc2cccc(Cl)c2)o1)N1CCN(C2CCCCC2)CC1 (stereo not given)
  6	0	1	-5	-1	5	0	10	-11	5
O=C(c1ccc(F)cc1)N1CCN(C2=NS(=O)(=O)c3ccccc32)CC1
  5	3	-3	0	-1	-1	-2	-2	-2	-1
COc1ccc(N2CCN(C(=O)COC(=O)c3cnccn3)CC2)cc1
  2	1	11	1	-9	-2	3	-6	1	-4
O=C(Cc1cccc([N+](=O)[O-])c1)Nc1ccc(C(=O)N2CCOCC2)cc1
  2	-1	-2	5	1	3	0	10	1	2
CCOC(=O)C1CCN(C(=O)c2ccccc2NC(=O)C2=C(C)OCCS2)CC1
  5	0	8	4	3	1	-2	-1	-4	4
CSc1c(SCc2ccccc2)cnn(-c2ccccc2)c1=O
  -4	-3	2	0	-8	1	1	-16	-2	3
O=C(NCCn1cccn1)C1CCC(=O)N(CC2CCCCC2)C1 (stereo not given)
  -1	0	3	1	4	-2	0	4	-1	2

Structures listed so far that have fluorine (3):
Every second line gives: TCR CD3 inh	GC-A act	SIAE primary	GC-B act	HTRA1 inh	UHRF1 binding	PRMT1 inh	mABHD4 FP	rCAG RNA binder	MBD2 DNA inh
Cc1c(C(=O)Nc2ccccc2F)sc2nc3n(c(=O)c12)CCC3
  -3	4	2	3	-1	2	5	-2	-1	-4
CNC(=S)NNC(=O)c1cccc(C(F)(F)F)c1
  1	2	3	0	2	-2	-1	5	-3	1
O=C(c1ccc(F)cc1)N1CCN(C2=NS(=O)(=O)c3ccccc32)CC1
  5	3	-3	0	-1	-1	-2	-2	-2	-1

Next records:
Every second line gives: TCR CD3 inh	GC-A act	SIAE primary	GC-B act	HTRA1 inh	UHRF1 binding	PRMT1 inh	mABHD4 FP	rCAG RNA binder	MBD2 DNA inh
CC1CCC(NC(=O)COC(=O)c2ccco2)CC1 (stereo not given)
  -3	-2	2	4	5	-1	-3	-6	1	-3
O=C1CN(C(=O)NCC(=O)N[C@H](C(=O)O)c2ccccc2)c2ccccc2N1
  3	1	5	2	1	0	-1	4	3	-2
C=CCN(Cc1ccc2c(c1)OCO2)C(C#CCCCC)C(C)C (stereo not given)
  .	-2	2	-8	.	-1	1	3	.	2
COc1cc(OC)cc(C(=O)NC2CCN(CC(=O)Nc3cccc4ccccc34)CC2)c1
  -2	-1	-9	-11	-14	1	-2	-11	2	2
CCC(=O)NC(C)C(c1cccs1)N1CCOCC1 (stereo not given)
  3	0	-3	5	-3	-2	-1	-2	-1	-3
COCCCN=C1NN=C(c2cc(C)n(-c3ccccc3)c2C)CS1
  4	0	14	2	13	-3	0	7	6	-4
CCC(C)NCCOc1ccc(C)cc1[N+](=O)[O-] (stereo not given)
  -3	-4	-3	2	1	-2	0	8	-1	1
Cc1cccc(OCC(=O)OCC(=O)c2c(N)n(C)c(=O)n(C)c2=O)c1C
  -1	-3	-4	4	-4	0	-1	3	1	-3
CCOc1ccc(-n2c(SCC(=O)Nc3nccs3)nc3c(c2=O)SCC3)cc1
  -12	1	3	-2	1	1	4	-3	3	4
Cc1csc(N2C(=O)C3C4CCC(O4)C3C2=O)n1 (stereo not given)
  3	-3	2	0	1	-4	0	3	2	1
